E coli WT inh: blocks growth of wild type E. coli BW25113; 0.05% of 20,000 active; inhibition, % at 10 µM; E. coli BW25113 growth inhibition, OD600; in the data active = inhibition above about 40%;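 note: bacteria exposed to compound for 20 hours at 37 °C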
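Assay system: Bacterial strain in a whole-cell growth screen | Amount: Inoculum from a 1:1000 dilution of a 1.5 h subculture | Detection: Absorbance at 615 nm as a measure of bacterial growth | Timing: 20 h exposure, 37 °C | Buffer or medium: LB plus kanamycin 50 µg/mL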
* hit, by the source's call.

SMILES | E coli WT inh
OCCCNC(c1ccccc1)c1ccc(O)cc1 (stereo not drawn) | -15
COc1ccc(C(=O)OCC(=O)NCc2ccco2)cc1OC | 10
CN(C)S(=O)(=O)n1cnc(-c2ccccc2)c1-c1ccccc1 | -4
COc1ccccc1NC(=O)c1ccc(Br)o1 | 6
CC(=O)c1c(C(C)=O)c(C)n(-c2nc(-c3cccs3)c(C)s2)c1C | 6
CC(C)c1nc(NCC2CCCO2)c(C#N)c2c1COC(C)(C)C2 (stereo not drawn) | -2
Cc1nc(C)c(C(=O)C2=C(O)C(=O)N(CCN3CCOCC3)C2c2cccs2)s1 (stereo not drawn) | -26
Cc1ccc(N2CCN(C(=S)c3ccc(N(C)C)cc3)CC2)cc1 | 6
CCN1CCN(c2oc(-c3ccc(OC)cc3)nc2C#N)CC1 | -6
O=C(COC(=O)c1ccccc1C(=O)c1ccccc1)c1ccco1 | 7
CCOC(=O)N1CCN(C(=O)Nc2ccc(Cl)cc2Cl)CC1 | -18
O=C(Cn1ncc2c1-c1ccccc1OC2)N1CCN(c2ccccn2)CC1 | -5
O=C(Cn1ccc2ccccc2c1=O)Nc1ccc2c(c1)OCO2 | -2
CC1CCC(N2CCN(c3ncccn3)CC2)CC1 (stereo not drawn) | -18
Cc1cc(C)n(-c2nc3sc4c(c3c3nnc(SC(C)C)n23)CC(C)(C)OC4)n1 | 10
CSc1ccccc1N=CC1=C(O)CC(C)(C)CC1=O | -6
COc1ccc(OCC(O)CNC(=O)c2ccc(Br)cc2)cc1 (stereo not drawn) | -20
COC(=O)c1nnn(-c2nonc2N)c1CSc1ccccn1 | -1
CN=C(Nc1cc(C)nn1-c1ccccc1)c1ccccc1 | 4
Cc1nnc(SCCN2C(=O)c3ccccc3C2=O)[nH]c1=O | -21
CCCc1nc2ccccc2c(=O)n1-c1c(C)n(C)n(-c2ccccc2)c1=O | -17
COc1ccc(OC(C)C(=O)N2CCc3ccccc3C2)cc1 (stereo not drawn) | -2
COC(=O)C1=CN(C)C=C(C(=O)OC)C1c1ccccc1Cl | -25
COc1ccc(S(=O)(=O)NC2CC(C)(C)NC(C)(C)C2)c(C)c1C | -24
Cc1onc(-c2c(F)cccc2Cl)c1C(=O)NCc1cccs1 | -15

Gathered by group, the entries above containing an aryl methoxy group (6)
SMILES | E coli WT inh
COc1ccc(C(=O)OCC(=O)NCc2ccco2)cc1OC | 10
COc1ccccc1NC(=O)c1ccc(Br)o1 | 6
CCN1CCN(c2oc(-c3ccc(OC)cc3)nc2C#N)CC1 | -6
COc1ccc(OCC(O)CNC(=O)c2ccc(Br)cc2)cc1 (stereo not drawn) | -20
COc1ccc(OC(C)C(=O)N2CCc3ccccc3C2)cc1 (stereo not drawn) | -2
COc1ccc(S(=O)(=O)NC2CC(C)(C)NC(C)(C)C2)c(C)c1C | -24

Returning to the listing, repeating the four entries before the break.
SMILES | E coli WT inh
COc1ccc(OC(C)C(=O)N2CCc3ccccc3C2)cc1 (stereo not drawn) | -2
COC(=O)C1=CN(C)C=C(C(=O)OC)C1c1ccccc1Cl | -25
COc1ccc(S(=O)(=O)NC2CC(C)(C)NC(C)(C)C2)c(C)c1C | -24
Cc1onc(-c2c(F)cccc2Cl)c1C(=O)NCc1cccs1 | -15
COc1ccc2c(c1OC)C(=O)O[C@@H]2[C@H]1c2c(cc3c(c2OC)OCO3)CCN1C | -3
Cc1cc(Cl)ccc1OCC(=O)N1CC(C)CC(C)C1 (stereo not drawn) | -19
Cc1c(NC(=O)NCc2ccccc2)c(=O)n(-c2ccccc2)n1C | 3
Cc1nc2ccc(C(=O)N3CCSCC3)cc2s1 | -16
c1cn(CC2(Cn3ccnc3)COC2)cn1 | -4
CCOc1cc(N2CCOCC2)c(OCC)cc1NC(=O)CSc1cccc[n+]1[O-] | 8
O=S(=O)(NCC1CCCO1)c1cccc(C(F)(F)F)c1 (stereo not drawn) | -2
COc1cccc(NC(=O)Nc2cc(C)ccc2F)c1 | -9
N#CCCC12CCCCC1=Nc1ccccc12 (stereo not drawn) | 5
C/C=C/c1ccc(OCCn2cncn2)c(OC)c1 | -1
COc1ccc(Oc2nc(Oc3ccc(OC)cc3)nc(Oc3ccc(OC)cc3)n2)cc1 | 6
COc1ccc(OC)c(NC(=O)c2nnn(Cc3ccc(Br)cc3F)c2N)c1 | 10
CCNC(=O)CC1C(=O)N(c2cccc(OC)c2)C(=O)N1CCOC (stereo not drawn) | -15
CCOc1ccc(S(=O)(=O)N2CCN(c3ccc(C)cc3C)CC2)cc1 | 4
COc1ccc(OC)c(S(=O)(=O)N2C(C)CCCC2C)c1 (stereo not drawn) | -19
COc1ccc(N2CCN(C(=O)c3ccc(-n4nc(C)cc4C)cc3)CC2)cc1 | 4
c1ccc(-c2noc(C3CCCCC3)n2)nc1 | -1
CCOC(=O)N1CCN(C(=O)C2c3cc(OC)c(OC)cc3C(=O)N3CCc4ccccc4C23)CC1 (stereo not drawn) | 1
CCc1cccc(NC(=O)CCc2nc(-c3cccs3)no2)c1 | 0
CCOc1cc(C(=O)Nc2cc(C)on2)cc(OCC)c1OCC | -20
Cc1c(N=C2NC(=O)C(CC(=O)Nc3ccc(Cl)cc3)S2)c(=O)n(-c2ccccc2)n1C (stereo not drawn) | -24
CCOC(=O)CN1C(=O)C(=O)c2cccc(C)c21 | 1
CCCn1c(=NC(=O)c2ccco2)c(C(=O)OCC)cc2c(=O)n3ccccc3nc21 | -18
CCCCc1oc2ccccc2c1C(=O)c1cc(I)c(OCCN(CC)CC)c(I)c1 | 1
CC1(C)S[C@@H]2[C@H](NC(=O)Cc3ccccc3)C(=O)N2[C@H]1C(=O)O | 6

Filtered by structure, the entries above containing a Cl atom (5)
SMILES | E coli WT inh
CCOC(=O)N1CCN(C(=O)Nc2ccc(Cl)cc2Cl)CC1 | -18
COC(=O)C1=CN(C)C=C(C(=O)OC)C1c1ccccc1Cl | -25
Cc1onc(-c2c(F)cccc2Cl)c1C(=O)NCc1cccs1 | -15
Cc1cc(Cl)ccc1OCC(=O)N1CC(C)CC(C)C1 (stereo not drawn) | -19
Cc1c(N=C2NC(=O)C(CC(=O)Nc3ccc(Cl)cc3)S2)c(=O)n(-c2ccccc2)n1C (stereo not drawn) | -24

Remaining list, next part.
SMILES | E coli WT inh
CC(C)(C)OC(=O)N1CCCC1C(=O)N1CCc2ccccc21 (stereo not drawn) | -5
O=C(CN1CCN(Cc2ccc3c(c2)OCO3)CC1)N1CCc2[nH]c3ccc(F)cc3c2C1 | -1
O=C(O)CSc1nnc(CNc2ccccc2Cl)n1-c1ccccc1 | -12
CCc1cccc(NC(=O)C2CCCC2)c1 | -8
O=C(Cn1c(NCCO)nc2ccccc21)c1ccccc1 | -2
CSc1ccccc1NC(=O)c1ccncc1 | -19
Cn1cnc2c1c(=O)n(Cc1ccc(F)cc1Cl)c(=O)n2C | -19
CN(C)C(=O)NCc1ccc(S(N)(=O)=O)cc1 | -14
CCCN1C(=O)C(NC(=O)c2ccncc2)(C(F)(F)F)C2=C1CC(C)(C)CC2=O (stereo not drawn) | -9
Cn1nnnc1SCC(=O)NC1CCCCC1 | 1
COc1cccc(C2C(C(=O)Nc3ccc(C)cc3C)=C(C)Nc3ncnn32)c1OC (stereo not drawn) | -12
COC(=O)c1cc(=O)nc2sc(-c3cccs3)nn12 | -3
CCOC(=O)C1CCN(Cc2nc(-c3ccc(OC)c(OC)c3)no2)CC1 | -25
CC1Cc2ccccc2N1C(=O)CSc1nc2ccccc2n1CC(=O)N1CCOCC1 (stereo not drawn) | -1
COC(=O)c1ccccc1NC(=O)N1CCN(S(=O)(=O)c2ccc(Cl)cc2)CC1 | -21
CCc1ccc(C=NC23CN4CN(CN(C4)C2)C3)s1 | 9
Nn1c(SCC(=O)N2CCCCC2)nnc1-c1ccncc1 | -17
O=C(Cc1ccccc1)Nc1ccc(N2CCOCC2)cc1N1CCOCC1 | 0
C=CCn1c(=O)c2ccccc2n2c(SCC(=O)Nc3cc(C)on3)nnc12 | 3
O=C(c1ccc(S(=O)(=O)N2CCCC2)cc1)N1CCN(Cc2ccc3c(c2)OCO3)CC1 | -12
CC(=O)N1CCN(S(=O)(=O)c2ccc(S(=O)(=O)NCC(C)C)cc2)CC1 | 5
CCN(CC)C(=O)C(C)N(C#N)c1nc(SC)nc(N(C)C)n1 (stereo not drawn) | -16
COc1ccc(N(C)C(=O)Nc2ccc3c(c2)nnn3C)cc1 | -25
CCOc1ccc(N2C(=O)NC(Cc3c[nH]c4ccccc34)C2=O)cc1 (stereo not drawn) | 10
COc1ccc(NC(=O)CSc2nnc(Cc3cccn3C)n2-c2ccc(F)cc2)cc1OC | 9
SMILES | E coli WT inh
O=C(O)C1C2CCC(C2)C1C(=O)Nc1cc(F)ccc1F (stereo not drawn) | -23
COC(=O)c1ccc(Oc2nc(Nc3ccccc3)nc(N(C)C)n2)cc1 | -9
Cc1nnc2n(c1=O)C(CS(=O)(=O)c1ccccc1)CS2 (stereo not drawn) | -15
CC(=O)N1C(=O)C2(C(C#N)=C(N)Oc3cc(C)oc(=O)c32)c2ccccc21 (stereo not drawn) | -3
C=CCn1c(N)cc(=O)nc1SCC(=O)NC(C)c1ccccc1 (stereo not drawn) | 4
CC1(C)CC(=O)C=C(NC2CCS(=O)(=O)C2)C1 (stereo not drawn) | 6
O=C(Nc1c(C(=O)N2CCOCC2)cnn1-c1ccccc1Cl)c1ccco1 | -22
COC(=O)c1ccsc1NC(=O)CN1CCN(c2ccc(F)cc2)CC1 | -17
COC(=O)c1ccccc1N(C)C(=O)C12CCC(C)(C(=O)O1)C2(C)C (stereo not drawn) | -11
Cc1ccc(Nc2nc(Oc3ccc(OCc4ccccc4)nn3)nc(N3CCOCC3)n2)cc1 | -25
CCSc1nnc(NC(=O)c2csc(C)c2)s1 | 2
O=C(c1ccccc1)c1coc2ccc(O)c(CN3CCOCC3)c12 | 1
COC(=O)COc1ccc(S(=O)(=O)NCC2CCCO2)cc1Cl (stereo not drawn) | -15
Cn1c(=O)c2c(nc(NCCCO)n2C/C=C/c2ccccc2)n(C)c1=O | -2
CCn1c(SC/C=C/c2ccccc2)nnc1-c1cccs1 | -23
Cn1c(C(=O)NCC2CCCO2)cc2c(=O)[nH]c3ccccc3c21 (stereo not drawn) | 22
COc1cc(OC)c(C2N(C)c3ccccc3N2C)cc1OC | 5
Cn1c(Cc2ccccc2)nnc1SCC(=O)N1CCN(c2ccccc2)CC1 | 1
O=C(NCc1ccccn1)c1cc2cc(Br)ccc2oc1=O | 0
CNc1nnc(CSc2nc(C)cc(C)n2)s1 | -17
CCCCOC(=O)n1c(SCC(=O)N(CC)CC)nc2ccccc21 | -3
Fc1cc2nccnc2cc1N1CCSCC1 | -15
Cc1noc(C)c1CSc1nc2cc(S(=O)(=O)N3CCOCC3)ccc2o1 | -3
O=C(CS(=O)CC(=O)Nc1cccc2c1CCCC2)Nc1ccc(F)cc1 (stereo not drawn) | 12
O=C(NCc1ccc2c(c1)OCO2)C1CC(=O)N(c2ccc(O)cc2)C1 (stereo not drawn) | -20
SMILES | E coli WT inh
O=C(O)CCCC(=O)Nc1ccc(C(=O)NCc2cccnc2)cc1 | 0
CCN(CC)CCNC(=O)c1ccc(NC(C)=O)cc1 | -3
COc1ccccc1N1CCN(C(=O)C2CC=CCC2C(=O)O)CC1 (stereo not drawn) | -1
CSc1ncc(Cl)c(C(=O)Nc2nnc(SC)s2)n1 | 4
CCCc1cc(=O)[nH]c(/N=C(/NC(=O)c2ccccc2)Nc2ccc3c(c2)OCCO3)n1 | 8
COc1cccc(C2=NOC(C(=O)N3CCc4ccccc4C3)C2)c1 (stereo not drawn) | 2
CCOCCCn1cnc2c(c1=O)c1nc3ccccc3nc1n2-c1ccc(C)cc1 | -25
CCN1CCCC1CNS(=O)(=O)c1ccc(C(=O)Nc2ccccc2)cc1 (stereo not drawn) | -17
CCc1nc(C)ccc1OCC(=O)O | 6
CCCN1CCN(CCCNC(=O)C2CCCN(c3nc4ccc(OCC)cc4s3)C2)CC1 (stereo not drawn) | -5
O=C1OCC2=C1C(c1ccc3c(c1)OCO3)Sc1ccccc1N2 (stereo not drawn) | -20
CCOC(=O)c1cc(NC(=O)c2ccoc2C)cc(C(=O)OCC)c1 | -18
Cc1cc2c(cc1C)NC(c1ccccn1)C1=C(CC(C)(C)CC1=O)N2 (stereo not drawn) | -19
O=C(Cn1c(=O)n2ncnc2c2c3c(sc21)CCCC3)c1ccccc1 | 2
COc1ccc(-c2cc(C(=O)O)c(C)o2)cc1OC | -21
CCN(CC(=O)Nc1c(C(=O)OC)[nH]c2ccccc12)c1ccc2c(c1)OCO2 | 10
O=C1CCN(C(=O)c2ccccc2)C2CCCCC12 (stereo not drawn) | -6
CCOC(=O)c1cc(-c2nnc(-c3cc(OC)c(OC)c(OC)c3)o2)c(C)nc1C | -25
COc1cc(C(=O)OCc2cc3ccccc3[nH]c2=O)cc(OC)c1OC | -7
Cc1ccc(CCNC(=O)C2CCN(S(=O)(=O)c3ccc4c(c3)CCC(=O)N4)CC2)cc1 | 7
CCOC(=O)C(C)Sc1nnc(Cc2cc(=O)[nH]c(=O)[nH]2)n1-c1ccc(Cl)cc1 (stereo not drawn) | 10
Cn1cnc2cc(NC(=O)c3ccco3)ccc21 | -11
Cc1cc(C(=O)NCCCN2CCOCC2)n(-c2ccccc2)n1 | 1
COC(=O)CSc1nc(C)c(C(C)=O)cc1C#N | 8
c1ccc(C2(Cn3ccc4ccccc43)OCCO2)cc1 | -5
Cn1c(=O)cc(SCC(=O)NCC2CCCO2)c2ccc(Cl)cc21 (stereo not drawn) | -1
C(=N\c1c(-c2ccccc2)nc2n1CCS2)/c1ccccc1 | -2
COc1cccc(C2CC(c3ccc(C)cc3)Nc3nc(N)nn32)c1 (stereo not drawn) | 11
Cc1ccc(C(=O)C2=C(O)C(=O)N(CCCN3CCOCC3)C23C(=O)N(C)c2ccccc23)o1 (stereo not drawn) | -14

Part of the list above, tab-delimited.
molecule	E coli WT inh
Cc1ccc(CCNC(=O)C2CCN(S(=O)(=O)c3ccc4c(c3)CCC(=O)N4)CC2)cc1	7
CCOC(=O)C(C)Sc1nnc(Cc2cc(=O)[nH]c(=O)[nH]2)n1-c1ccc(Cl)cc1 (stereo not drawn)	10
Cn1cnc2cc(NC(=O)c3ccco3)ccc21	-11

Some of the compounds tested; the hit share may differ from the screen's.
